Assay outcomes from PubChem.
CHRM1 agonist: human M1 muscarinic receptor agonism. P11229. CHO-K1 hM1, Fluo-8 calcium fluorescence, agonist mode; 0% DMSO, 100% acetylcholine EC100. activation, % at 3 µM. 360,000 tested, 0.33% active;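 active = activation above the run's mean compound activation plus 3 SD, cut at about 16% in these data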;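 note: peak over basal fluorescence ratio within a 140 s kinetic read after compound addition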
OXTR potentiate: potentiates the human oxytocin receptor response; AID 2445; CHO-OTR cells, Fluo-8 calcium fluorescence, potentiator mode; 0% = oxytocin EC15, 100% = EC100; activation, % at 3 µM; 320,000 tested, 0.061% active; P30559;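 active = activation above that plate's cutoff, the mean activation of tested compounds plus 3 SD, cut at about 6.6% in these data, passing the limit was not always enough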;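 note: 100% uses oxytocin at 75 nM as the full agonist control; some results filed as inactive read as strong as hits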
Target sequence (P30559 whole entry, looked up): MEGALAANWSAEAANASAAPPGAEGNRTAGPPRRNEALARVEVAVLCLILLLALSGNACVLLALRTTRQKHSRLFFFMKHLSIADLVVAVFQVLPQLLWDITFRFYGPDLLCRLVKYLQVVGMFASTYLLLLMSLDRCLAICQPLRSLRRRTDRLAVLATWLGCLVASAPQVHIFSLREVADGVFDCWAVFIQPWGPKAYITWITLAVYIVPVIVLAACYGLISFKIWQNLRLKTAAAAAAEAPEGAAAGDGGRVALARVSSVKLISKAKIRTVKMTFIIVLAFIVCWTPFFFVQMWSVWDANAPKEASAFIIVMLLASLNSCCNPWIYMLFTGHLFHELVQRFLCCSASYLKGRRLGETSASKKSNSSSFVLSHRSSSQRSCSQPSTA
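Assay system: CHO cell line stably expressing human OTR. Reagent: EC15 oxytocin agonist. Dosing: single dose, 3.0 µM nominal final compound concentration. Timing: compound 6 min at room temperature before oxytocin, 100 s read. Signal: kinetic Fluo-8 calcium fluorescence. Controls: oxytocin EC15 low and EC100 high.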
M1 ag parental: counter-screen for M1 agonists: effect in parental CHO-K1 cells | Fluo-8 calcium fluorescence; scaled to maximal ATP response, vehicle zero | activation, % at 3 µM | 360,000 tested, 0.48% active | AID 602248; in the data active = activation above about 15%;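 note: untransfected CHO-K1 host cells lacking M1 receptor as counterscreen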
M1 PAM parental: M1 PAM counterscreen hit in parental CHO-K1 cells; ATP EC20, Fluo-8 calcium fluorescence; 0% at ATP EC20, 100% at ATP max; activation, % at 3 µM; 360,000 tested, 0.02% active; AID 602247;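 active = activation above the run cutoff, the mean activation of all test compounds plus 3 SD, cut at about 40% in these data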;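 note: peak over basal fluorescence ratio in a 140 s read after ATP addition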
CHO parental Ca: signal in parental CHO cells, OX1R antagonist counter-screen. parental CHO-K1, ATP-induced calcium, Fluo-8 fluorescence. inhibition, % at 5.6 µM. 330,000 tested, 0.63% active. AID 463079;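 active = inhibition above that plate's mean sample inhibition plus 3 SD, cut at about 26% in these data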;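 note: 0% = ATP-challenged DMSO wells and 100% = DMSO wells without ATP; some compounds past the cut are filed as inactive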
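Assay system: parental CHO cells; Read-out basis: percent inhibition of ATP-evoked calcium rise, normalized to controls; Benchmarks: ATP and no-ATP DMSO wells; Compound dosing: single nominal dose of 5.6 µM per compound; Signal: Fluo-8 calcium dye fluorescence; Also added: ATP as calcium-mobilizing challenge; Repeats: singlicate.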
M1 antag: blocks human M1 muscarinic receptor; inhibition, % at 3 µM; CHO-K1 hM1, Fluo-8 calcium fluorescence, ACh EC80 antagonist; P11229; 360,000 tested, 1.3% active; AID 588852;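 active = percent inhibition above its own plate's cutoff, namely the mean of that plate's compound wells plus 3 SD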;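 note: peak over basal fluorescence ratio during 140 s after agonist addition; 0% = ACh EC80 plus DMSO and 100% = DMSO alone without agonist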
TAAR1 ag: agonists of human TAAR1. AID 624467. Q96RJ0. CHO RD-HGA16 TAAR1, Fluo-8 calcium fluorescence; vehicle wells 0%, saturating PEA agonist 100%. 360,000 tested, 0.99% active. activation, % at 3 µM;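 active = activation above the mean activation of all test compounds in the run plus 3 SD, cut at about 38% in these data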
Target sequence (Q96RJ0 whole entry, looked up): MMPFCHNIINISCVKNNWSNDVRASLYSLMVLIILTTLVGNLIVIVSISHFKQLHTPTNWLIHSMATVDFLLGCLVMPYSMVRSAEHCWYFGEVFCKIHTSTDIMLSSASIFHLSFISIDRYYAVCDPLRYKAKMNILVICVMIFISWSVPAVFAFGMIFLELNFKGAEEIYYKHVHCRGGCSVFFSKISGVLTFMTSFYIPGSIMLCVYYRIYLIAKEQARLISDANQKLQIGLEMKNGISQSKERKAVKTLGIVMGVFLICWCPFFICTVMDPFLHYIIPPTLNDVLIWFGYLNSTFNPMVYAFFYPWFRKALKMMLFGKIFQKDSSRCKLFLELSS
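test system = CHO RD-HGA16 cells carrying human TAAR1 plus Gα16 | schedule = 17-24 h seeding, 75 min 37 °C dye, 30 min RT | compound dosing = 3 µM single concentration | control set = DMSO and PEA EC100 | replicates = n 1 | signal = Fluo-8 fluorescence, 5 s baseline then 140 s kinetic read | measure = percent activation vs PEA EC100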
CHO-K1 Ca antag: M1 antagonist counterscreen hit in parental CHO-K1 cells. inhibition, % at 3 µM. AID 602250. ATP-induced calcium, Fluo-8 fluorescence. 360,000 tested, 0.6% active;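 active = inhibition above a per-plate cutoff, the plate's mean sample inhibition plus 3 SD, cut at about 24% in these data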;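 note: 0% = DMSO plus EC80 ATP and 100% = DMSO alone without ATP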
TAAR1 antag: antagonists of human TAAR1; inhibition, % at 3 µM; CHO RD-HGA16 TAAR1, Fluo-8 calcium fluorescence, antagonist; Q96RJ0; AID 624466; 360,000 tested, 1.5% active;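 active = inhibition above a per-plate cutoff, the mean inhibition of test compounds on that plate plus 3 SD, cut at about 49% in these data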;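 note: 0% = DMSO plus EC80 beta-PEA response and 100% = DMSO alone without agonist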
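System: RD-HGA16 CHO cells with stable hTAAR1 and Gα16 | Probe or stimulus: EC80 β-phenethylamine stimulus | Dosing: 3 µM, single point | Times: Dye loading 75 min at 37 °C, then 30 min room temperature | Measured by: Fluo-8 calcium-sensitive fluorescence | Read-out basis: % inhibition of agonist calcium response | Replicates: n of 1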
* = called active by the depositor; nt = no result given. Some of the compounds tested; the hit share may differ from the screen's.

SMILES | CHRM1 agonist | OXTR potentiate | M1 ag parental | M1 PAM parental | CHO parental Ca | M1 antag | TAAR1 ag | CHO-K1 Ca antag | TAAR1 antag
N#Cc1c(/N=C/C2C(=O)NC(=S)NC2=O)sc2c1CCCC2 | -6.6 | -16.0 | -0.1 | -6.4 | 4.4 | 5.1 | 13.8 | 10.9 | -20.2
CCCCCSc1cc(OC)c(CCN(C)C)cc1OC | 1.9 | -11.5 | 0.5 | 1.6 | -17.5 | 49.2* | 23.9 | -3.0 | 11.1
CCc1ccc(NC2=NCCCS2)cc1 | -11.2 | -6.1 | 1.6 | 18.3 | 0.2 | 6.2 | 9.3 | -12.7 | -12.7
CC(C)OC(=O)C1C2c3ccccc3C(c3ccccc32)C1C(=O)O (stereo not drawn) | 3.7 | -22.4 | -0.2 | 18.4 | -6.8 | -11.7 | 6.7 | 4.0 | -4.2
COc1ccc(OCC(=O)N2CCCC(N3CCN(c4ccccc4C)CC3)C2)cc1 (stereo not drawn) | -4.1 | -12.1 | 2.5 | -11.6 | -17.5 | -1.4 | 1.4 | 2.4 | -13.4
O=C(O)c1cccc2c1NC(C(=O)O)C1CC(Sc3ccccc3[N+](=O)[O-])C(Cl)C21 (stereo not drawn) | -0.4 | -6.2 | 0.0 | -5.8 | -4.4 | 5.8 | -0.2 | 12.2 | -7.2
CCCCN1C(=O)NC(=O)C2(Cc3ccccc3N3CCOCC32)C1=O (stereo not drawn) | 0.3 | -13.6 | 0.7 | 13.5 | -20.3 | -11.9 | 1.8 | -2.9 | -4.7
CN1C(=O)C(Cc2cccc3ccccc23)C(=O)N(C)C1=O | -3.2 | 7.7 | 0.1 | -8.0 | -6.2 | -4.2 | nt | 11.2 | nt
CC12CCC3C(CCC4CC(=O)C(C(O)C(F)(F)F)CC43C)C1CCC2O (stereo not drawn) | -1.8 | nt | -0.6 | -0.7 | nt | -7.4 | 5.8 | -1.0 | 5.1
COc1ccc(O)c(CN2CCCC(C(=O)c3sccc3C)C2)c1 (stereo not drawn) | -6.5 | -15.7 | 0.9 | 24.9 | -24.9 | 3.1 | 6.4 | -11.5 | -8.2
COc1ccc(-n2c(-c3ccccc3Br)nc3ccccc3c2=O)cc1 | -11.7 | -7.0 | 0.3 | 9.9 | -18.9 | 24.2 | 4.4 | -13.3 | -2.9
C/C(=N\N(C)c1ccccc1)c1c(O)[nH]c(=O)[nH]c1=O | -2.9 | -2.2 | 1.1 | 14.8 | -14.3 | -22.4 | -0.2 | -0.5 | -13.1
O=C1NC(=S)N(c2ccccc2)C(=O)C1C(c1ccncc1)C1C(=O)NC(=S)N(c2ccccc2)C1=O (stereo not drawn) | -6.0 | -3.8 | 0.7 | -0.1 | 5.0 | -3.5 | 3.7 | -14.7 | -7.4
COC(=O)C1=C(c2ccc(OC)c(OC)c2)C[C@@H]2CC[C@H]1N2C(=O)NCc1cc(C)oc1C(F)(F)F | -10.6 | -2.5 | -0.5 | 7.3 | -16.4 | -11.6 | 8.6 | -16.4 | -3.8
Brc1ccc(-[n+]2c(-c3ccccc3)cc(-c3ccccc3)cc2-c2ccccc2)cc1 | -9.3 | -7.2 | 2.8 | -1.0 | 13.3 | 37.7 | 5.3 | 3.3 | 8.0
CC1(C)CC(n2[nH]c(=O)c3c2NC(=O)CSC3c2ccccc2)CCO1 (stereo not drawn) | -4.3 | -15.2 | -0.3 | 11.5 | -0.6 | -23.0 | 3.1 | -8.7 | -9.5
COc1ccc(CN2CCN(C(=O)Cc3ccccc3)CC2)c(OC)c1 | -12.5 | 2.0 | 1.7 | 26.7 | -8.3 | 0.5 | 0.5 | -0.5 | 3.9
CCCCn1c(O)c(C(CC)=Nc2ccc(C(=O)O)cc2)c(=O)[nH]c1=O | -3.6 | -3.2 | -0.1 | 13.6 | 6.3 | 12.6 | 1.5 | -6.9 | -0.2
CCN(CC)c1ccc(C=C2C(=O)N(C)C(=S)N(C)C2=O)o1 | -1.2 | -2.3 | 4.7 | 22.2 | 4.2 | -1.0 | 5.9 | -8.2 | -16.6
CSc1ccc(CNC2CN3CCC2CC3)cc1 (stereo not drawn) | -12.2 | -5.0 | 0.6 | 12.6 | -10.8 | -10.9 | 15.6 | -16.9 | -8.5
NC(=O)c1cc(N2CC2)c([N+](=O)[O-])cc1[N+](=O)[O-] | -1.9 | -5.1 | 0.0 | 23.7 | 1.5 | -22.0 | 0.9 | -5.0 | -7.4
CC(CO)(CO)N=Cc1c(O)n(-c2cccc3ccccc23)c(=O)[nH]c1=O | -2.0 | -14.6 | 0.2 | 7.6 | -3.4 | -8.7 | 18.2 | 2.2 | 3.5
COc1ccc(-c2ccc3c(c2)CN(C(=O)NC2CCCCC2)Cc2cnnn2-3)cc1 | -10.2 | nt | -0.7 | -3.8 | nt | -0.3 | -0.7 | 16.9 | -32.2
CNCC1(c2ccccc2)CCCC1 | -2.5 | -8.8 | 0.3 | 11.2 | -5.4 | -16.5 | 3.2 | -4.7 | -15.6
Cc1c(CCC(=O)N2C[C@H]3C[C@@H](C2)c2cccc(=O)n2C3)c(=O)oc2c(C)c(O)ccc12 | -10.0 | nt | -0.1 | 11.2 | nt | -4.9 | 1.5 | -0.7 | 12.1
CCN(CC)C(=O)c1ccc(NC(=O)Cn2nc(C)c3ccccc3c2=O)cc1 | -2.6 | -0.8 | 0.0 | 13.8 | -9.0 | -6.3 | 17.1 | -12.1 | 3.7
Cc1ccc2c(c1)N(N=O)CCC2 | -3.0 | -4.8 | 0.9 | 24.0 | -12.4 | -8.6 | 1.8 | -2.8 | -17.5
COC1CC2C=C(C)C=CC=CC(=O)NC(c3ccccc3)CC=CCCC(O)CC(=O)C2=C1O (stereo not drawn) | 12.4 | nt | 10.0 | 18.0 | nt | 55.7* | 7.1 | 23.4 | 84.0*
CCOc1cc2c(cc1OCC)-n1cccc1C(c1cccc([N+](=O)[O-])c1)NC2 (stereo not drawn) | -5.4 | -11.2 | 0.3 | -7.2 | -16.1 | -6.5 | -2.0 | -3.8 | -1.5
C(=NC12CN3CN(CN(C3)C1)C2)c1cccs1 | -0.6 | 0.2 | 0.2 | 18.4 | 0.9 | -18.4 | 0.1 | -17.6 | 0.7

Pulled one by one from the list above, 2 records:
SMILES | CHRM1 agonist | OXTR potentiate | M1 ag parental | M1 PAM parental | CHO parental Ca | M1 antag | TAAR1 ag | CHO-K1 Ca antag | TAAR1 antag
CC(CO)(CO)N=Cc1c(O)n(-c2cccc3ccccc23)c(=O)[nH]c1=O | -2.0 | -14.6 | 0.2 | 7.6 | -3.4 | -8.7 | 18.2 | 2.2 | 3.5
CSc1ccc(CNC2CN3CCC2CC3)cc1 (stereo not drawn) | -12.2 | -5.0 | 0.6 | 12.6 | -10.8 | -10.9 | 15.6 | -16.9 | -8.5

(more compounds)
SMILES | CHRM1 agonist | OXTR potentiate | M1 ag parental | M1 PAM parental | CHO parental Ca | M1 antag | TAAR1 ag | CHO-K1 Ca antag | TAAR1 antag
CC(C)=CCOc1c2occc2cc2ccc(=O)oc12 | -7.5 | -10.7 | -0.9 | 12.0 | -13.0 | -4.8 | 4.0 | -16.0 | -9.2
CCCCC(=O)N/N=C/c1c(O)n(CCC2=CCCCC2)c(=O)[nH]c1=O | -0.2 | -8.7 | 0.4 | 14.3 | -13.9 | -19.9 | 3.6 | -5.7 | -20.4
CC(=O)O[C@@H]1/C=C/[C@](C)(O)C[C@@H](C)C/C=C/[C@H]2[C@H](O)[C@@](C)(O)[C@@H](C)[C@H]3[C@H](Cc4ccccc4)NC(=O)[C@@]312 | -1.9 | -1.0 | -0.1 | 5.6 | -8.1 | -7.6 | nt | 0.0 | nt
CCCCCCCSc1cc(OC)c(CCNC)cc1OC | -0.8 | -12.4 | 4.6 | 22.9 | 18.2 | 7.3 | 66.8* | -11.7 | 35.3
C[N+](C)(N)CCOC(=O)C(O)(c1ccccc1)C1CCCCC1 (stereo not drawn) | -8.5 | 3.7 | 0.3 | 2.4 | -3.8 | 100.4* | 1.0 | -7.5 | -7.3
COc1ccccc1N1CCN(Cc2ccccc2Cl)CC1 | -7.5 | -4.0 | 0.7 | 9.8 | -30.5 | -7.8 | 21.8 | -13.5 | 3.7
CCOC(=O)CNC(=S)N1CC2C[C@@H](C1)Cn1c2cccc1=O | 0.1 | 0.4 | 4.8 | -1.8 | -3.8 | 1.2 | 6.6 | 12.5 | -10.8
Nc1cc(Cl)cc(Cl)c1 | -1.7 | 3.9 | 1.6 | -6.7 | -6.2 | 3.7 | 2.5 | 2.2 | -6.9
CCCCc1ccc(NC2=NCCCS2)cc1 | -6.5 | -17.8 | 6.4 | 12.2 | -5.9 | 7.3 | 4.9 | -13.9 | -4.7
N=C1c2ccccc2CN1c1cccc([N+](=O)[O-])c1 | -4.8 | -6.4 | 1.2 | 26.7 | -16.1 | -7.7 | 2.4 | -14.9 | 7.2
CN1CCN(c2nc3ccccc3o2)CC1 | -5.6 | 4.4 | 1.5 | 27.3 | -8.3 | -3.9 | -0.6 | -10.3 | -3.6
CCOc1cc(CNCCc2ccccc2F)ccc1OC | -9.5 | 3.8 | 4.7 | 10.1 | -19.5 | -4.4 | 18.6 | -11.2 | 3.0
N#CC1(c2ccccc2)CCN(C2CC(=O)N(c3ccc4c(c3)OCO4)C2=O)CC1 (stereo not drawn) | -3.8 | -7.7 | 0.5 | 21.8 | -5.1 | -6.2 | 4.8 | 3.0 | 3.5
OC(CNCc1ccccc1)c1ccc(Cl)cc1 (stereo not drawn) | 2.4 | nt | 2.4 | 5.2 | nt | -4.0 | 3.9 | -5.6 | -20.0
Cc1cccc(N2C(=O)CC(=O)NC2=O)c1 | -3.6 | -13.8 | 0.2 | 11.9 | -7.5 | -5.0 | 3.1 | -0.6 | 5.7
COc1cc2c3cc1Oc1c(OC)c(OC)cc4c1[C@H](Cc1ccc(cc1)Oc1cc(ccc1O)C[C@H]3N(C)CC2)N(C)CC4 | -10.6 | 6.4 | 0.3 | 10.7 | -30.3 | 11.9 | 4.0 | -12.0 | 3.0
CC(=O)C1CCC2C3CCC4CC(O)CCC4(C)C3C(=O)CC12C (stereo not drawn) | -7.1 | nt | 3.3 | 25.0 | nt | -19.7 | 2.7 | -15.3 | -13.1
CN1CCc2nc(SCc3cccc(Br)c3)c(C#N)cc2C1 | -6.7 | -5.2 | 1.3 | 19.6 | -4.1 | 3.8 | 3.4 | -8.1 | -9.1
CCc1nn(CC(=O)N2CCC3(CC2)OCCO3)c(=O)c2cccn12 | -2.0 | -8.0 | 0.2 | -3.0 | -1.7 | -14.6 | 1.1 | 5.6 | -15.7
